mIDH1 inhibitor: qHTS for Inhibitors of mutant isocitrate dehydrogenase 1 (IDH1): qHTS. AID 602179, 2012. 390,000 compounds, 0.093% hits. Potency, µM (highest dose often 76.6 µM), for the others: top-dose activity change, negative = inhibition, most hits filed as inhibitors. IDH1-R132H enzyme, NADPH consumption, diaphorase/resazurin fluorescence. Isocitrate dehydrogenase [NADP] cytoplasmic (Homo sapiens), O75874; note: potency is the fitted concentration of half-maximal effect; % is set by controls: 0 for no effect and ±100 for the full control effect; nearly all actives have a fitted effect of over 65% in size
Target sequence (O75874 whole entry R132H, stated change not applied): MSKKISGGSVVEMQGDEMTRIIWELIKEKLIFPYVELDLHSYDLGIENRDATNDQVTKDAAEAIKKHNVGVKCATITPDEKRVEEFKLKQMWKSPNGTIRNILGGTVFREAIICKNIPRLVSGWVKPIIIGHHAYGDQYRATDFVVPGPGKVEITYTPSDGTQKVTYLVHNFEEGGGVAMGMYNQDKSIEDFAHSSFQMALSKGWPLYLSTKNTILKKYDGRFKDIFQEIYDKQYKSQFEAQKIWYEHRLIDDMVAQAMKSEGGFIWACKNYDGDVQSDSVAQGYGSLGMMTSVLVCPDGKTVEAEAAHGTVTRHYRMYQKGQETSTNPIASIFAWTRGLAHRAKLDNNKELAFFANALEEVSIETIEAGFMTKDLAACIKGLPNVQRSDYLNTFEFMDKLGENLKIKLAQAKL
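IDH1-R132H (0.5 ug/mL dispensed) in pH 7.5 Tris buffer was preincubated 30 min with compound, then given a substrate mix of 0.016 mM NADPH and 2 mM alpha-KG for 80 min at room temperature; remaining NADPH was read by diaphorase/resazurin fluorescence.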
LDHA inh: qHTS assay for inhibitors of human lactate dehydrogenase. 480,000 compounds, 0.15% hits. activity change, % (values are at about 110 or 230 µM). AID 1347041, 2019. L-lactate dehydrogenase A chain (Homo sapiens), P00338. purified LDHA, NADH/diaphorase-resazurin fluorescence; stronger effect = lower value; in the data active = activity change below about -30%; inconclusive = mostly about -25% to -30%;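 note: plate controls were DMSO wells for no effect and wells without enzyme for full effect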
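Resorufin fluorescence (ex540/em590), read at 0 and 20 min after diaphorase/resazurin addition, reports the NADH left after a 5 min room-temperature reaction of 2 nM human LDH5 with 0.06 mM NADH and 0.2 mM pyruvate.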
USP1 inh: Inhibitors of USP1/UAF1: Primary Screen. 390,000 compounds, 0.23% hits. recombinant USP1/UAF1, Ub-Rhodamine cleavage fluorescence. Potency, µM (doses to about 57.1 µM), inactives show top-dose activity change, negative = inhibition, most hits filed as inhibitors. Ubiquitin carboxyl-terminal hydrolase 1 (Homo sapiens), O94782; note: potency is the fitted concentration of half-maximal effect; % is set by controls: 0 for no effect and ±100 for the full control effect; nearly all actives have a fitted effect of over 60% in size; inactives centre near -12
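1 nM enzyme complex + cpd, 15 min RT; start with Ub-Rho 150nM final; kinetic fluorescence ex 480/em 540, 6 reads q60 s. Buffer 50mM HEPES pH 7.8, 0.5mM EDTA, 0.1 mg/ml BSA, 1mM TCEP, 0.01% Tween-20.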
RXFP1 agonist: qHTS Assay for Agonists of the Relaxin Receptor RXFP1; AID 2676, 2010; 370,000 compounds, 0.3% hits; HEK293T-RXFP1 cAMP TR-FRET, 30 min; response scale: percent of porcine relaxin response, buffer zero; Potency, µM (series often up to 57.5 µM), for the others: at the highest dose activation, usual class: activators; note: potency is the fitted concentration of half-maximal effect; % is set by controls: 0 for no effect and ±100 for the full control effect; nearly all actives have a fitted effect of over 60% in size; many of its hits are not listed in these tables
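HEK293T cells stably expressing RXFP1 were pretreated with the PDE4 inhibitor Ro 20174, exposed to compounds for 30 min at 37C, lysed, and cAMP was read by TR-FRET. Data normalized to buffer (basal) and 29 nM porcine relaxin (100%).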
Vif-APOBEC3G blk: qHTS for Inhibitors of Vif-A3G Interactions: qHTS; DNA dC->dU-editing enzyme APOBEC-3G (Homo sapiens), Q9HC16; HeLa A3G-eYFP + Vif (tagged APOBEC3G with the HIV-1 protein that degrades it), YFP fluorescence, overnight; Potency, µM (series often up to 46.1 µM), without a hit: at the top dose activity, negative = active, hits mostly inhibitors; 410,000 compounds, 0.076% hits;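 note: potency is the fitted concentration of half-maximal effect; % is set by controls: 0 for no effect and ±100 for the full control effect; nearly all actives have a fitted effect of over 60% in size; hits raise eYFP signal because A3G escapes Vif-driven loss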
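Read-out is eYFP fluorescence (Ex 488/Em 500-530) from Vif-expressing HeLa A3G-eYFP cells; more signal means A3G escaped Vif-mediated degradation. Cells plated overnight, compound pinned in, incubated overnight at 37 deg C.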
Vif-APOBEC3F blk: qHTS for Inhibitors of Vif-A3F Interactions: qHTS; Potency, µM (titrated, usually from 46.1 µM), for inactives: top-dose activity, negative = active; AID 602313, 2012; HeLa A3F-eYFP + Vif (tagged APOBEC3F with the HIV-1 protein that degrades it), YFP fluorescence increase; 390,000 compounds, 0.2% hits; note: potency is the fitted concentration of half-maximal effect; % of control where 0% means no effect; nearly all actives have a fitted effect of over 65% in size
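HeLa cells stably expressing A3F-eYFP plus Vif, plated and incubated overnight at 37 deg C, then exposed to compounds overnight at 37 deg C. Blocked degradation read as raised yellow fluorescence (Ex 488/Em 500-530).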
GRP78 ERSR act: qHTS for Inducers of the Endoplasmic Reticulum Stress Response (ERSR) in Human Glioma: qHTS; U87-MG GRP78 promoter luciferase reporter, 16 h; Potency, µM, for inactives: at the highest dose activation, usual class: activators; 420,000 compounds, 0.02% hits; note: potency is the fitted concentration of half-maximal effect; series mostly up to about 76 µM; % of control where 0% means no effect; nearly all actives have a fitted effect of over 35% in size
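Stably transfected U87-MG human glioma cells carrying a GRP78-based luminescent sensor were seeded at 1000 cells/well, pin-dosed with compounds and incubated 16 h. Luciferase reagent was then added, and end-point luminescence was read after 10 min at room temperature.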
PI4K2A block: qHTS for small molecular inhibitors of PI4K2A | Phosphatidylinositol 4-kinase type 2-alpha (Homo sapiens), Q9BTU6 | purified PI4K2A, ADP-Glo luminescence, 1 h; stronger effect = lower value | activity change, negative = inhibition, % at 76.9 µM | 420,000 compounds, 0.13% hits | AID 1346378, 2018; in the data active = activity change below about -50%; inconclusive = mostly about -30% to -49%;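 note: -100% = wells without enzyme as full effect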
Target sequence (Q9BTU6 whole entry, looked up): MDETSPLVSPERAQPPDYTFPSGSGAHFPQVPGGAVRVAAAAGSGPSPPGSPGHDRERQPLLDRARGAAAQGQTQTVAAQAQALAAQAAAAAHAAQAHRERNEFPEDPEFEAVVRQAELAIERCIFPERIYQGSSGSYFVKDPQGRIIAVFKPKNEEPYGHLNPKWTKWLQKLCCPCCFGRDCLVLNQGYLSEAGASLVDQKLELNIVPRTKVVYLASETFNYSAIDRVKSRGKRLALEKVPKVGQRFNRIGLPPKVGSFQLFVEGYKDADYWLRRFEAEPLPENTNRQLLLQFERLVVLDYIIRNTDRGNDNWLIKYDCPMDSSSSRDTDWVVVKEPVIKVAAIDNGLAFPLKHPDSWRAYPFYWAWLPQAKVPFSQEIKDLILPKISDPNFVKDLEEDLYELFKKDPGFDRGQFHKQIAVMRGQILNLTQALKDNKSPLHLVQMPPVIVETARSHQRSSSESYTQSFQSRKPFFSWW
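PI4K2A activity was measured by ADP-Glo luminescence: enzyme (4 ug/mL stock) and phosphatidylinositol (1.2 mM stock) in Tris pH 7.5/MgCl2/EGTA/Triton X-100 buffer were reacted with ATP (300 microM stock) for one hour at ambient temperature.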
TrxR1 substrate: qHTS Assay for Substrates of Mammalian Selenoprotein Thioredoxin Reductase 1 (TrxR1): qHTS; Thioredoxin reductase 1, cytoplasmic (Rattus norvegicus), O89049; purified TrxR1 substrate turnover, NADPH consumption readout; Potency, µM (titrated, usually from 114 µM), without a hit: top-dose activity change, negative = substrate turnover; 390,000 compounds, 0.01% hits; AID 588456, 2011; note: potency is the fitted concentration of half-maximal effect; % is set by controls: 0 for no effect and ±100 for the full control effect; nearly all actives have a fitted effect of over 50% in size
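Rat TrxR1, dispensed at 90 nM, was prereduced with 400 uM NADPH (final) for 5 min at ~22 deg C, then incubated with compound 15 min before 400 uM selenite. A first-read NADPH fluorescence drop versus no-compound background flagged substrates.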
* hit, by the source's call; u = inconclusive; x = no result given; & = joins results of further samples; [ ] = another dose, or the depositor's remark. Unless noted, calls come from the whole dose curve; as a rule, active = well fitted curve in the direction sought with a large enough effect; inconclusive = small, poorly fitted or top-dose-only effect, or another doubt; inactive = no such curve, though single readings can be large; an effect the other way counts as inactive or inconclusive. Some of the compounds tested; count on the stated rates, not on these rows.

Every second line gives: mIDH1 inhibitor	LDHA inh	USP1 inh	RXFP1 agonist	Vif-APOBEC3G blk	Vif-APOBEC3F blk	GRP78 ERSR act	PI4K2A block	TrxR1 substrate
1	CCc1cccc(CC)c1NC(=S)NC(C)c1ccccc1 (centres undefined)
  5%	2	-19%	1.2%	-3%	u	-3%	0	-3%
2	Cc1ccc(S(=O)(=O)N2CCN(C(=O)C(C)Cn3nc(C)c(C)c3C)CC2)cc1C (centres undefined)
  7%	3	-7%	2.7%	-2%	3%	1%	4	11%
3	Nc1ccccc1OCCOc1ccccc1N
  5%	6	3%	-1.9%	-1%	0%	3%	9	7%[57.1 µM]
4	O=C(CSc1ncnc2sccc12)Nc1ccc(S(=O)(=O)N2CCOCC2)cc1
  -1%	-10	2%	-0.1%	-1%	8%	-4%	-1	6%
5	CCOC(=O)CSc1ncnc2c1nnn2-c1ccc(F)cc1
  0%	-5	1%	2.5%	1%	-6%	1%	2	4%
6	CSc1ncccc1C(=O)NCC(c1ccco1)N1CCCCC1 (centres undefined)
  4%	-2	-13%	x	-1%	-20%	2%	-8	-7%
7	Cc1nc2c(C(=O)N3CCN(c4ccccn4)CC3)cnn2c(C)c1Cc1cccc(Cl)c1
  2%	-4	-13%	0.3%	0%	-9%	-5%	0	7%
8	COc1ccc(OCC(=O)Nc2ccc(N3CCN(C(=O)c4ccccc4C)CC3)cc2)cc1
  -2%	1	-4%	-0.3%	0%	-24%	-3%	-1	0%[57.1 µM]
9	Cc1ccc(C)c(Nc2cc(C)nc3ncnn23)c1
  -1%	-7	-17%	0.6%	-5%	1%	-2%	-1	10%
10	CC(=O)Nc1cnc(-c2ccccc2O)cn1
  x	-5	x	x	-5%	x	1%	-8	x
11	COc1cc(C(=O)Nc2nonc2-c2ccc(Cl)cc2)cc(OC)c1OC
  11%	0	12%	0.1%	7%	0%	u	-13	-3%
12	Cc1cc(C)c(C(=O)NC2CCCc3c2cnn3-c2ccc(C)c(C)c2)c(=O)[nH]1 (centres undefined)
  0%	2	-4%	-2.8%	-1%	-1%	0%	-2	8%
13	O=C(Cc1cccs1)Nc1cccc(-c2nc3ccccc3o2)c1
  7%	-11&-4	-9%	0.6%	-1%	-14%	-11%	-4	9%
14	COc1ccc([C@@H]2CC=C(C(=O)O)[C@H](c3ccc(F)cc3)N2S(=O)(=O)c2ccccc2C)cc1
  -4%	-4	-30%	0.5%	-1%	2%	-4%	1	7%
15	Cc1ccc(-c2cc3c(n2-c2ccc(C(=O)O)cc2)CCCC3=O)cc1
  u	4	-13%	0.2%	3%	-5%	1%	-8	3%
16	COc1ccc2[nH]c(=O)c(CN(C(C)=O)c3cccc(C)c3)cc2c1
  4%	2	-12%	-0.8%	0%	-2%	-8%	7	26%
17	CCN1CCC2(CC1)N=C(c1ccc(F)cc1)C(=S)N2
  0%	-8	0%	3.9%	0%	15%	-1%	8	-7%
18	COc1ccccc1NC(=O)CCCNC(=O)Cn1cnc2sc(C)c(C)c2c1=O
  6%	0	-7%	9.4%	-3%	-18%	-6%	-1	3%[57.1 µM]
19	CC(C)OCCCNC(=O)CN1CCN(Cc2ccc(Cl)cc2)C1=O
  2%	-2	-14%	-0.2%	1%	-1%	-6%	-1	11%[57.1 µM]
20	O=C(OC1CCCCC1)c1cc2ccccc2oc1=O
  0%	-11	-2%	5.2%	1%	-9%	9%	-1	3%[57.1 µM]
21	CCOC(=O)c1c(NC(=O)C2CCCO2)sc(C(=O)OC(C)(C)C)c1C (centres undefined)
  9%	-9	-10%	0.0%	5%	-3%	-3%	-13	-2%
22	O=S(=O)(Nc1ccccn1)c1cnc(Cl)c(Br)c1
  11%	-6	6%	-1.0%	-3%	2%	-2%	-7	-9%
23	Cc1noc(C)c1COC(=O)c1cccc(S(=O)(=O)N2c3ccccc3CC2C)c1 (centres undefined)
  -1%	-1	-20%	0.8%	0%	-7%	-1%	2	-2%
24	COc1ccc(NC(=O)Cc2c(F)cccc2Cl)cc1
  9%	-8&0	-19%	-0.2%	0%	0%	11%	3	1%
25	Cc1nnsc1Sc1ccccn1
  8%	0	-23%	-0.4%	2%	1%	0%	22	4%
26	CCOc1ccc2nc(NS(=O)(=O)c3ccc4c(c3)n(C)c(=O)n4C)sc2c1
  -7%	-5	-18%	2.3%	1%	-2%	2%	-6	1%
27	CC(C)(C)CC(C)(C)NC(=O)Nc1cccc([N+](=O)[O-])c1
  -6%	2	-17%	0.4%	4%	5%	-5%	0	-13%
28	COc1ccc(CNC(=O)Cn2c(=O)n(CC(=O)N3CCCCC3)c(=O)c3sccc32)cc1
  0%	-12	-3%	3.0%	1%	2%	-2%	8	-5%
29	COc1ccc(C2=NOC(C(=O)Nc3ccc4c(c3)OCO4)C2)cc1OC (centres undefined)
  2%	11	-23%	3.5%	-8%	0%	-1%	0	7%
30	CCNC(=O)NC1(C(=O)Nc2ccc3c(c2)CCC3)CCCCC1
  -1%	-12	-17%	2.2%	-3%	-11%	0%	0	3%
31	Cc1ccc(C)c(OCc2cc(C(=O)N3CCOCC3)no2)c1
  5%	0	-8%	0.8%	4%	10%	1%	-4	-10%
32	Fc1ccccc1CSc1nc2ncccc2[nH]1
  -4%	-6	1%	0.7%	-5%	4%	0%	6	12%[57.1 µM]
33	O=C(COc1ccc2ccccc2c1)Nc1ccc2c3c(cccc13)CC2
  -11%	0	4%	2.1%	1%	u	-3%	-3	2%
34	CC(=O)Nc1ccc(NC(=S)NC(=O)/C=C/c2ccc(Cl)cc2)cc1
  2%	1	-6%	3.2%	-2%	1%	-7%	0	9%[11.4 µM]
35	Cc1[nH]c2ccccc2c1C1(O)C(=O)Nc2ccc(Cl)cc21 (centres undefined)
  -7%	-1	-22%	5.4%	0%	-7%	-1%	-6	-6%
36	Cc1cnc(C(=O)Nc2ccc(OC(F)(F)F)cc2)cn1
  12%	-4	1%	2.4%	-11%	0%	3%	-5	-4%
37	C[C@]12CCC(=O)C=C1CC[C@@H]1[C@@H]2[C@@H](O)C[C@@]2(C)[C@H]1CC[C@]2(O)C(=O)CO
  12%&2%	-15&-7	8%&15%	1.2%	-2%&0%	0%&-3%	-5%&0%&-2%&-1%	-2&3&3&2	0%[57.1 µM]
38	CCOC(=O)C1CCN(C(=O)CN(c2ccc3c(c2)OCO3)S(C)(=O)=O)CC1
  2%	0	-9%	-0.4%	0%	6%	-4%	2	-7%
39	CCCc1ccccc1OCCNC(C)=O
  4%	-2	-11%	0.9%	1%	5%	-5%	-6	-8%[57.1 µM]
40	Cc1cc(C)nc(NS(=O)(=O)c2ccc(NS(=O)(=O)c3ccc(C#N)cc3)cc2)n1
  8%	2	-9%	-0.1%	0%	2%	-6%	-4	7%
41	COC(=O)c1c(NC(=S)Nc2cc(OC)c(Cl)cc2OC)sc2c1CCCCC2
  2%	1	-4%	0.0%	0%	0%	-4%	2	-9%
42	COc1ccc(CNC(=O)CCc2nc3cccnc3n2Cc2ccc(OC)cc2)cc1
  46%[activator]	-6	-6%	-1.9%	2%	0%	-4%	1	0%
43	Cc1cc(=O)oc2c(C)c(OCC(=O)NCc3ccccn3)ccc12
  -8%	-3	-21%	25%	0%	-13%	-4%	-3	24%
44	CN(C)CCNc1nc2sc3c(c2c(=O)n1CCc1ccccc1)CCCCC3
  -2%	-10	-21%	1.2%	-26%	-5%	-10%	4	1%
45	O=C(NC(Cc1nn[nH]n1)C(=O)OCc1ccccc1)OCc1ccccc1 (centres undefined)
  -5%	-9	-6%	x	0%	-1%	-5%	-2	x
46	O=C(NCCc1ccncc1)Nc1cccc(Cl)c1
  8%	-3	-8%	1.3%	1%	11%	-3%	8	5%
47	CC(CN1CCOCC1)OC(=O)c1ccccc1 (centres undefined)
  4%	-5	-10%	3.9%	0%	-6%	0%	-4	3%[57.1 µM]

From PubChem BioAssay
